CTSL1 counter: cathepsin L1 inhibition, PFM18AAP counter-screen | recombinant F. hepatica cathepsin L1, Z-Leu-Arg-MCA fluorescence | inhibition, % at 5.96 µM | 0.49% of 300,000 active | AID 1906;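 active = inhibition above the mean of all tested compounds plus 3 SD, set per screening campaign, cut at about 17% in these data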;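 also: 0% = plate median of test compound wells and 100% = 1 µM Z-Phe-Ala-diazomethylketone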
ZTA DNA inh: blocks Epstein-Barr virus ZTA, an EBNA-1 counter-screen. P03206. inhibition, % at 11 µM. ZTA-DNA binding, fluorescence polarization. 0.15% of 320,000 active; in the data active = inhibition above about 33%
Target sequence (P03206 whole entry, looked up): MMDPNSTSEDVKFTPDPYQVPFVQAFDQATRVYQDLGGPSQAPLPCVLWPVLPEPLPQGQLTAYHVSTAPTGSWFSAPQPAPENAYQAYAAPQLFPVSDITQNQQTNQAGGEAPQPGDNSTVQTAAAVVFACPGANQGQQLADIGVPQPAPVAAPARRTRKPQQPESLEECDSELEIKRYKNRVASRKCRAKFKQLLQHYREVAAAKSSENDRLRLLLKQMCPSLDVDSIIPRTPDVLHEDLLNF
PP5 primary: blocks human protein phosphatase 5 activity | P53041 | purified PP5c, OMFP substrate fluorescence | inhibition, % at 6.7 µM | 0.18% of 320,000 active | AID 1987;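 active = inhibition above the campaign's mean inhibition across all tested compounds plus 3 SD, cut at about 9.5% in these data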;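 also: 0% = DMSO only and 100% = 100 µM cantharidin control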
TPT1 inhibitor: inhibitors of Candida albicans tRNA 2'-phosphotransferase TPT1; 0.81% of 300,000 active; AID 1962; inhibition, % at 5 µM; recombinant caTPT1, FP RNA substrate dephosphorylation;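 active = inhibition above the mean of all tested compounds plus 3 SD, set per screening campaign, cut at about 24% in these data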;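 also: plate controls were DMSO alone for no effect and ferristatin control at 100 nM for full effect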
core dimer inh: HCV core protein dimerization inhibition; inhibition, % at 5 µM; TR-FRET GST/Flag-core106 dimerization, 1536-well; AID 1899; 0.33% of 300,000 active;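 active = inhibition above the mean of all tested compounds plus 3 SD, set per screening campaign, cut at about 45% in these data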
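System: GST/Flag-tagged HCV core106 proteins. Incubation: compound-protein-antibody incubation 4 h at 22.5 °C. Technique: HTRF with 340 nm excitation, 617/671 nm emission. Medium: KF-containing HEPES buffer, pH 7.45, DTT, CHAPS, BSA. Read-out: inhibition (%) from 671 over 617 nm ratio. Also added: Eu(K)-anti-GST 90 ng/mL plus XL665-anti-Flag 1 µg/mL.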
EBNA-1 inh: blocks EBNA-1 binding to DNA. 0.34% of 300,000 active. AID 1950. EBNA-1 DNA binding, fluorescence polarization. inhibition, % at 14.8 µM; in the data active = inhibition above about 28%
JMJD2C inh: human JMJD2C demethylase inhibition | Q9H3R0 | GST-JMJD2C(1-420) H3K9me3 demethylation, DELFIA europium | inhibition, % at 2.35 µM | 0.069% of 330,000 active | AID 2099;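 active = more than half of a compound's replicate wells show inhibition beyond 50%, single wells judged on their own value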;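 also: signal counts dimethyl H3K9 product captured on neutravidin plate; 0% = median of DMSO wells and 100% = 0.3 times that DMSO median; strong numbers were not always called active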
Target sequence (Q9H3R0 1-420 limits assumed): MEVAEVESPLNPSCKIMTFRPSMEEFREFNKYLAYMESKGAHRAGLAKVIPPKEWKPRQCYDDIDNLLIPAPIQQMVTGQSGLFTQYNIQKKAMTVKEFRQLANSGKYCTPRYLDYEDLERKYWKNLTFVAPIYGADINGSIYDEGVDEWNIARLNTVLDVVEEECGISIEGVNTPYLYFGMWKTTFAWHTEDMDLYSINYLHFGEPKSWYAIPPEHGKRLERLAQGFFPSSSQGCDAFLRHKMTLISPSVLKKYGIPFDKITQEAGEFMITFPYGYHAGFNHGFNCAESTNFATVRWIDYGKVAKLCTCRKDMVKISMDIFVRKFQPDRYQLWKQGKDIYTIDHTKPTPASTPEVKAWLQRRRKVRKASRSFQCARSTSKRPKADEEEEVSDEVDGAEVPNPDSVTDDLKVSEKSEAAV
PP1 inh: counter-screen for PP5 inhibitors: inhibitors of human PP1-alpha; P62136; purified PP1alpha, OMFP fluorescence; inhibition, % at 6.7 µM; 0.9% of 320,000 active; AID 2235;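 active = inhibition above the mean inhibition of all tested compounds plus 3 SD, computed separately for each screening campaign, cut at about 15% in these data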
Target sequence (P62136 whole entry, looked up): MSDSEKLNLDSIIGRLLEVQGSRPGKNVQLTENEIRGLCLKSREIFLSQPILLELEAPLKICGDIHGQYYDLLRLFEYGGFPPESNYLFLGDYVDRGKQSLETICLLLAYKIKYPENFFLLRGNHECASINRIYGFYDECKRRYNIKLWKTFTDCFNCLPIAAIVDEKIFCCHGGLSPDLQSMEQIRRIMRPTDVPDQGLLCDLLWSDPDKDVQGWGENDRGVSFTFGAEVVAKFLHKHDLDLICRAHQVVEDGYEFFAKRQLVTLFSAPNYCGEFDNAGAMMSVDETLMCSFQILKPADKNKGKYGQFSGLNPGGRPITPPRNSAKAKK
CR mimetic SO: lowers age-related superoxide in aged yeast cells; superoxide response (% of plate mean), % at 10 µM; 0.18% of 330,000 active; AID 2690; S. cerevisiae aged cells, superoxide DHE fluorescence; hits give low values;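 active = superoxide response under a set limit, about three screen SD below normal, cut at about 65% in these data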;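 also: yeast aged for seven days with compound at 30 °C before DHE staining; 100% = average MFI of all compound-treated wells on the plate with controls excluded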
* marks the source's active call; other numbers are inactive results; / = not tested or not shown.

SMILES	CTSL1 counter	ZTA DNA inh	PP5 primary	TPT1 inhibitor	core dimer inh	EBNA-1 inh	JMJD2C inh	PP1 inh	CR mimetic SO
CCC(C)NC(=O)C1CCCN(S(=O)(=O)c2ccc3c(c2)CC(C)N3C(=O)C2CC2)C1 (configuration not stated)	10	11	-10	-5	1	-1	-3	5	104
Cc1c(-c2ccc(F)cc2)nc(N)c(C#N)c1-c1ccco1	6	16	1.8	15	5	6	-1	-1	99
COc1ccc(NC(=S)N(CCO)Cc2cc3c(C)cc(C)cc3[nH]c2=O)cc1	0	8	0.7	-1	-10	5	1	2	104
Cc1cc(C(=O)NC(C)Cc2ccccc2)cc(C)c1[N+](=O)[O-] (configuration not stated)	6	-1	1.9	-1	-6	-5	-5	-2	89
COc1ccc(-c2ccc(OC)c([C@H]3[C@H]4C=CC[C@@H](C)[C@@H]4C(=O)N3Cc3ccccc3)c2)cc1C	0	7	0.1	-3	9	4	-5	0	100
Cc1[nH]c2ccccc2c1C(C[N+](=O)[O-])c1cccs1 (configuration not stated)	4	-12	5.3	-3	-6	-1	2	4	93
Cc1noc(C)c1C(=O)Nc1ccccc1C(=O)NCCc1ccccc1	-2	10	3.5	-1	5	10	-6	21*	88
C=C(Cl)COc1ccc2c(CCC)cc(=O)oc2c1	2	-6	3.6	0	9	-2	11	-1	97
Cc1oc(/C=N/NC(=O)CN(c2ccccc2Cl)S(C)(=O)=O)cc1Br	0	9	0.8	1	1	0	-2	-1	102
O=C(NCc1cccc(Cl)c1)C1CCCN(c2ncnc3c2nc2n3CCCCC2)C1 (configuration not stated)	1	17	1.3	4	2	-2	-8	0	101
Cc1ccc(C(O)c2ccncc2)cc1 (configuration not stated)	1	17	0.1	1	3	-1	3	-3	90
CCc1ccc(N2CC(C(=O)Nc3cccnc3)CC2=O)cc1 (configuration not stated)	2	-16	2.9	2	-9	0	-12	1	110
CC(C(=O)Nc1ncn[nH]1)N1C(=O)c2ccccc2C1=O (configuration not stated)	-6	-8	-2.5	-7	0	-17	4	-5	81
O=C1C(Cl)=C(NCCc2ccccc2)C(=O)N1CCc1ccccc1	-2	-9	-1.0	4	14	-9	10	4	100
CN1CCN(NC(=S)Nc2ccccc2)CC1	-1	1	1.2	1	-4	-10	-7	1	94
Cc1ccc(NC(=O)C2CC(=O)OC23CCOC(C)(C)C3)cc1 (configuration not stated)	-3	-12	2.1	1	-1	-11	13	-2	97
CC(=O)c1cccc(NC(=O)C2CCCC2)c1	-1	-2	2.3	-1	-12	-10	6	-2	85
COCCN(C(=O)COC(=O)C1COc2ccccc2O1)c1c(N)n(Cc2ccccc2)c(=O)[nH]c1=O (configuration not stated)	0	-4	-2.1	-2	0	-8	-8	-3	90
Cc1cccc(Nc2cc(=O)n(C)c(=O)[nH]2)c1	0	-6	0.0	-2	-5	-6	-4	0	96
O=C(Cc1ccccc1)Nn1c(O)c(/C=C2\C=Nc3ccccc32)sc1=S	4	2	-0.3	139*	-29	10	-5	-2	107
CCOc1ccc(-c2nn(-c3ccccc3)cc2/C=C2\SC(=S)N(C3CCS(=O)(=O)C3)C2=O)cc1 (configuration not stated)	2	3	2.3	5	25	-6	11	-3	102
Nc1nc2ccc(N3CCOCC3)cc2s1	1	-11	0.7	-3	-6	-7	-8	-4	93
COC(=O)Cn1nc(-c2ccccc2)c2ccccc2c1=O	-2	-4	0.4	-3	-1	-4	-2	-7	101
Cc1ccc2oc(C(=O)N3CCN(C)C[C@@H]3C(C)C)c(C)c2c1	3	-18	2.4	-7	-15	3	-21	-1	85
CCOc1ccccc1Nc1cc(C)nc2nc(C)nn12	-2	-7	2.9	-2	0	-6	-3	3	102

Single records (already shown):
Listed for Nc1nc2ccc(N3CCOCC3)cc2s1 : CTSL1 counter: 1; ZTA DNA inh: -11; PP5 primary: 0.7; TPT1 inhibitor: -3; core dimer inh: -6; EBNA-1 inh: -7; JMJD2C inh: -8; PP1 inh: -4; CR mimetic SO: 93
Listed for O=C1C(Cl)=C(NCCc2ccccc2)C(=O)N1CCc1ccccc1 : CTSL1 counter: -2; ZTA DNA inh: -9; PP5 primary: -1.0; TPT1 inhibitor: 4; core dimer inh: 14; EBNA-1 inh: -9; JMJD2C inh: 10; PP1 inh: 4; CR mimetic SO: 100
Listed for CCc1ccc(N2CC(C(=O)Nc3cccnc3)CC2=O)cc1 (configuration not stated) : CTSL1 counter: 2; ZTA DNA inh: -16; PP5 primary: 2.9; TPT1 inhibitor: 2; core dimer inh: -9; EBNA-1 inh: 0; JMJD2C inh: -12; PP1 inh: 1; CR mimetic SO: 110

(next part)
SMILES	CTSL1 counter	ZTA DNA inh	PP5 primary	TPT1 inhibitor	core dimer inh	EBNA-1 inh	JMJD2C inh	PP1 inh	CR mimetic SO
Cc1csc(SCC(=O)Nc2ccccc2C)n1	/	-4	-0.3	/	/	/	34	0	83
O=C(CSc1nnc(Cc2cccs2)n1Cc1ccco1)Nc1ccc(Cl)cc1Cl	-1	-7	7.6	2	3	-6	14	1	95
Fc1ccc(Nc2nc(N3CCOCC3)nc(N3CCOCC3)n2)cc1Cl	-3	3	0.8	1	-8	0	-3	-2	86
COCc1[nH][nH]c(=O)c1C=Nc1ccc(OC(F)(F)F)cc1	5	-11	-0.4	-1	-12	-12	-6	-3	101
CNC(=O)CSc1ncnc2c1cnn2-c1ccccc1	4	-4	-0.8	-2	-2	2	0	-2	89
Cc1c2ccccc2nc2c(F)c(NC(C)C)c(F)c(F)c12	-1	5	2.9	-74	8	-1	8	3	89
COc1ccc(-c2noc(CN3CCN(c4ccccc4F)CC3)n2)cc1OC	-3	-15	3.0	-5	6	-10	-4	-1	101
CS(=O)(=O)N(CC(=O)NCCc1ccccc1)C1CCCCC1	-7	3	4.1	1	0	-15	3	-5	97
Cc1c(NC(=S)NC(=O)CCc2ccccc2)c(=O)n(-c2ccccc2)n1C	-6	-12	1.4	-1	2	-10	-3	-3	96
COc1ccc(OC)c(NC(=O)C2CC(/C=C/c3ccccc3)=NO2)c1 (configuration not stated)	4	4	2.8	2	-3	9	-1	-2	112
CCCc1ccc2oc(C(=O)N3CCC[C@H]3CO)c(C)c2c1	1	-5	1.0	-2	3	7	-4	-1	102
CCNc1nc(NC(C)CC)nc(Oc2ccc(OCC)nn2)n1 (configuration not stated)	2	-2	-0.4	-4	-10	-2	-17	-7	96
CCOCCNC(=O)c1ccccc1C(=O)NCCOCC	0	1	1.1	-3	-2	-4	-1	-1	96
COC(=O)c1cccc(NC(=O)/C=C/c2ccc3c(c2)OCO3)c1	-1	1	0.6	0	3	-2	-9	1	112
CCCN1CCC(=O)N([C@H](COc2ccccc2)CC(C)C)CC1	0	-22	-0.6	-3	-16	1	8	-3	98
C=CCn1c(SC/C=C/c2ccccc2)nnc1-c1sc(N)nc1C	-5	12	1.4	0	6	-4	2	1	110
CCOC(=O)c1sc(NC(=O)CN2C(=O)NC3(CC(C)CC(C)(C)C3)C2=O)cc1C (configuration not stated)	2	-8	6.0	-1	5	-4	-15	3	105
CCN1/C(=C\C(=S)Nc2ccccc2)Sc2ccccc21	4	-1	-1.3	-3	-7	2	10	-6	92
CC(=O)N(/N=C/c1ccc(C)cc1)c1nc(CCl)cs1	0	0	2.6	-1	2	3	-3	-1	87
COc1ccc2c(=O)c3c(=O)n(-c4ccc(C)cc4)c(-c4ccccc4)nc3oc2c1	3	3	1.2	-1	0	-8	-2	-6	99
COCCn1c(-c2ccsc2)nc2c1c(=O)[nH]c(=O)n2CC(C)C	4	3	-1.6	-3	0	0	17	0	92
CC1CCC(NC(=O)c2cccc(S(=O)(=O)N3CCN(c4ccccc4)CC3)c2)CC1 (configuration not stated)	3	4	0.3	0	8	3	-6	-5	97
CC1CCC(NC(=O)CN2C(=O)NC3(CCCCC3C)C2=O)CC1 (configuration not stated)	/	-1	-1.3	/	/	/	2	-3	78
CCCCN(CC)CCNC(=O)C1CCCN(S(=O)(=O)c2cccc3nsnc23)C1 (configuration not stated)	5	1	0.1	-1	2	-3	4	0	90
Cc1ccccc1OC/C(O)=C(\C#N)c1nc2ccccc2[nH]1	-1	6	-2.2	3	0	14	-4	1	95

3 of the entries above in order of the core dimer inh value, smallest number first.
canonical_smiles,core dimer inh
CCOCCNC(=O)c1ccccc1C(=O)NCCOCC,-2
Cc1c(NC(=S)NC(=O)CCc2ccccc2)c(=O)n(-c2ccccc2)n1C,2
COc1ccc(-c2noc(CN3CCN(c4ccccc4F)CC3)n2)cc1OC,6

Following part.
SMILES	CTSL1 counter	ZTA DNA inh	PP5 primary	TPT1 inhibitor	core dimer inh	EBNA-1 inh	JMJD2C inh	PP1 inh	CR mimetic SO
CCOc1ccccc1OCCCCOc1ccccc1F	0	2	0.7	-2	1	-5	4	2	94
Cc1cccc(CN2CCN(Cc3cnn(-c4ccccc4F)c3)CC2CCO)n1 (configuration not stated)	1	21	-1.4	0	4	7	4	-6	98
Cc1cccc(OCC(=O)NCCCNC(=O)c2cnccn2)c1	-1	6	1.0	2	6	8	4	0	101
CC(C)n1ncc2c(C(=O)Nc3ccc(CC#N)cc3)cc(C3CC3)nc21	/	3	5.8	/	/	/	4	1	126
O=C(COC(=O)c1cccc(Cl)c1)NC1CCS(=O)(=O)C1 (configuration not stated)	/	16	-0.7	/	/	/	/	-1	100
C/C(=N/Nc1ccc(C(=O)O)cc1)c1ccc(O)c(O)c1O	4	-4	1.9	3	-30	-5	4	5	102
O=C(NCc1ccco1)C1CC(c2ccccc2O)=NO1 (configuration not stated)	8	4	4.5	-1	-2	6	-32	-3	95
COc1ccc(N2CCN(S(=O)(=O)c3ccc(-n4cnnn4)c(C)c3)CC2)cc1	-1	4	0.1	0	9	12	2	-5	103
CCC(=O)Nc1nnc(SCC(=O)Nc2ccc(F)cc2)s1	2	1	3.1	2	-3	0	-25	-4	113
CCNS(=O)(=O)c1ccc(NC(=O)Nc2cc(C)ccc2OC)cc1	-4	-15	3.7	-3	-1	-7	3	1	101
Cc1cccc(/C(N)=N/OC(=O)c2ccc3c(c2)OCO3)c1	-1	-6	-0.5	1	0	4	13	-2	107
C=CCc1cccc(CNc2c(C)n(C)n(-c3ccccc3)c2=O)c1O	4	-2	3.4	1	2	-1	-33	0	99
CC(C)CCCC(C)NS(=O)(=O)Cc1ccccc1 (configuration not stated)	2	-7	0.1	4	-5	-3	-9	0	102

Compound activity from PubChem BioAssay.
